Screening data from PubChem.
SW480 rereplic: induces DNA re-replication in SW480 colon adenocarcinoma cells. SW480 DNA re-replication, Hoechst DNA content imaging, 48 h. 340,000 compounds, 1.8% hits. Potency, µM (top dose mostly 46.1 µM), for the others: at the top dose re-replication activation, hits mostly activators. AID 624297; note: potency is the fitted concentration of half-maximal effect; % of control where 0% means no effect; nearly all actives have a fitted effect of over 55% in size
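SW480 cells exposed to compounds for 48 hr at 37 C, 5% CO2, then Hoechst-stained 40 min. Nuclear DNA content imaged by fluorescence scanning (405 nm excitation, 500-530 nm emission); re-replication scored as increased high-intensity nuclei.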
ATXN2 expr inh: inhibitors of ATXN2 expression; HEK-293 ATXN2-luciferase reporter, luminescence, 24 h; Potency, µM (series often up to 57 µM), for the others: at the highest dose activity change, negative = inhibition, usual class: inhibitors; 360,000 compounds, 0.72% hits; note: potency is the fitted concentration of half-maximal effect; % is set by controls: 0 for no effect and ±100 for the full control effect; nearly all actives have a fitted effect of over 55% in size
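ATXN2-luciferase reporter cells (luciferase flanked by upstream and downstream ATXN2 gene portions) were treated 24 h at 37 °C with compounds at up to 57 uM. SteadyGlo luminescence gave expression; GF-AFC fluorescence gave viability.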
ATXN viability: cell viability loss in ATXN counter-screen. AID 651635. 400,000 compounds, 0.49% hits. S2 cells (HEK-293 line with an ATXN2-luciferase reporter) viability, CellTiter-Fluor protease fluorescence, 24 h. Potency, µM (doses to about 56.7 µM), usual class: cytotoxic; note: potency is the fitted concentration of half-maximal effect; nearly all actives have a fitted effect of over 40% in size
HT1080 IDH1KD tx: kills HT-1080 cells with IDH1 knockdown. AID 686971. HT-1080 IDH1 knockdown viability, ATP luminescence, 48 h. 360,000 compounds, 2% hits. Potency, µM (series often up to 46.1 µM), inactives show top-dose activity, negative = toxicity, actives largely listed as cytotoxic;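 note: potency is the fitted concentration of half-maximal effect; 0% = DMSO wells and -100% = cell-free medium wells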
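In this qHTS, HT-1080 cells depleted of IDH1 are exposed for 48 h at 37 °C to compound titrations. Toxicity is scored from CellTiter-Glo luminescence, with DMSO as full viability and medium alone as none.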
KB-3-1 tox: KB-3-1 parental cell cytotoxicity | AID 1347075 | Potency, µM (series often up to 46.1 µM), for the others: at the highest dose activity change, negative = cytotoxic, most hits filed as cytotoxic | 400,000 compounds, 1.4% hits | KB-3-1 viability, CellTiter-Glo ATP luminescence, 72 h; note: potency is the fitted concentration of half-maximal effect; % is set by controls: 0 for no effect and ±100 for the full control effect; nearly all actives have a fitted effect of over 60% in size
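Viability of parental KB-3-1 cells, measured by CellTiter-Glo luminescence, followed a 72 h incubation at 37 °C with pinned compounds in phenol-red-free DMEM containing 10% FBS.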
MCF10A rereplic: DNA re-replication induction in MCF 10a cells | MCF 10A DNA re-replication, Hoechst nuclear intensity, 48 h | Potency, µM (series often up to 46.1 µM), without a hit: top-dose activity, positive = re-replication, actives largely listed as activators | 350,000 compounds, 2.9% hits; note: potency is the fitted concentration of half-maximal effect; % of control where 0% means no effect; nearly all actives have a fitted effect of over 50% in size
HepG2 tox: kills HepG2 cells in TGF-b inhibitor counter-screen. HepG2 CAGA-GFP viability, ATP luminescence, 18 h. Potency, µM (highest dose often 46.1 µM), for inactives: top-dose activity change, negative = cytotoxicity, actives largely listed as cytotoxic. 410,000 compounds, 0.76% hits; note: potency is the fitted concentration of half-maximal effect; some results filed as inactive show a strong effect at the top dose
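CellTiter-Glo luminescence gave cytotoxicity after 18 hours at 37 degrees C. The cells were HepG2 CAGA-GFP in 1% FBS DMEM, stimulated with 500 pg/mL TGF-beta after compound addition. %Activity was normalised to no-cell wells (complete cell-killing) and DMSO (no toxicity), and curves were fitted and classified.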
HT1080-NT tox: kills 2HG-producing HT-1080-NT fibrosarcoma cells | HT-1080-NT fibrosarcoma viability, CellTiter-Glo ATP luminescence, 48 h | Potency, µM (top dose mostly 46.1 µM), inactives show top-dose activity, negative = less viability, actives largely listed as cytotoxic | 360,000 compounds, 1.6% hits;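 note: NT is the 2HG producing partner of a matched IDH1 knockdown line; potency is the fitted concentration of half-maximal effect; 0% = DMSO-treated cells and -100% = media-only wells without cells; nearly all actives have a fitted effect of over 55% in size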
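A 48-hour cytotoxicity screen used HT-1080-NT cells plated 2 hours before compound delivery. ATP-based CellTiter-Glo luminescence measured viability, normalized to DMSO and no-cell controls.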
IL-1B inflam inh: inflammasome signaling inhibition, IL-1 beta readout | THP-1 LPS/ATP IL-1B secretion, AlphaLISA, 16 h; hits give low values | activity change, % at 57.5 µM | 360,000 compounds, 4.7% hits | AID 743279; in the data active = activity change below about -50%; inconclusive = mostly about -30% to -49%; note: % is set by controls: 0 for no effect and ±100 for the full control effect
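THP-1 cells pretreated 1 hr with compounds (up to 57.5 uM final), then stimulated with LPS (250 ng/mL final) plus ATP (1.25 mM final); secreted IL-1B measured by AlphaLISA after 16 hr, decreased signal indicating inhibition.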
* = called active by the depositor; i = inactive; ? = inconclusive; . = not tested or not shown; & = joins results of further samples; [ ] = another dose, or the depositor's remark. Unless noted, calls come from the whole dose curve; as a rule, active = well fitted curve in the direction sought with a large enough effect; inconclusive = small, poorly fitted or top-dose-only effect, or another doubt; inactive = no such curve, though single readings can be large; an effect the other way counts as inactive or inconclusive.

SMILES	SW480 rereplic	ATXN2 expr inh	ATXN viability	HT1080 IDH1KD tx	KB-3-1 tox	MCF10A rereplic	HepG2 tox	HT1080-NT tox	IL-1B inflam inh
C=CCNC(=O)c1c(CS(=O)(=O)c2ccccc2)noc1C(=O)NCc1ccccc1	-41%[inhibitor]	-10%	?	5%	0%	?	-6%	16%	35
Cc1ccccc1C(NC(N)=O)c1ccccc1 (stereo unspecified)	-11%	-8%	i	-18%	-3%	2%	-14%	-10%	8
Cc1ccc(C2=NOC(C)(c3nnc(-c4cccc(Cl)c4)o3)C2)cc1 (stereo unspecified)	-4%	2%	i	9%	-1%	5%	-12%	18%	-21
N#CCN1CCC/C1=C\[N+](=O)[O-]	-4%	-2%	i	0%	0%	2%	-8%	5%	-6
C=CC1=C2C=C(C3CC3)N(C3CC3)C=C2C(=O)C(C)(OC(=O)c2ccco2)C1=O (stereo unspecified)	-6%	-3%	i	1%	-15%	?	-22%	7%	-1
CCc1ccc(N2CC(C(=O)N3CCN(c4ccc([N+](=O)[O-])cc4)CC3)CC2=O)cc1 (stereo unspecified)	.	.	i	1%	5%	.	-3%	-1%	-6
Cc1ccc(NC(=O)Cn2c(=O)n(Cc3ccco3)c(=O)c3ccccc32)c(C)c1	1%	-14%&-12%	i	-8%	6%&2%	2%	-2%&-10%	1%	3
CC1CCN(C2=C(NS(=O)(=O)c3ccccc3)C(=O)c3ccccc3C2=O)CC1	-12%	-7%	?	?	-9%	?	-39%	-27%	-74*
COc1ccc(C(C)(O)c2nc(-c3cnc4ccccc4c3)cs2)cc1 (stereo unspecified)	.	0%	?	-2%	0%	.	-5%	-2%	29
Cc1cc(NC(=O)COC(=O)C2CCN(S(=O)(=O)c3ccc(Cl)cc3)CC2)no1	1%	-6%	i	-3%	-3%	0%	-22%	-3%	3
COc1cc(OC)cc(C(=O)N[C@H](C(=O)NCc2ccccc2)C(C)C)c1	6%	12%	?	15%	-4%	8%	-4%	0%	-5
COCCOC1CCN(Cc2cn(Cc3ccccc3)nc2-c2cc3ccccc3o2)CC1	3%	.	?	-15%	-2%	-2%	-53%	0%	-13

IL-1B inflam inh, hit marks shown above
Structure	SW480 rereplic	IL-1B inflam inh
CC1CCN(C2=C(NS(=O)(=O)c3ccccc3)C(=O)c3ccccc3C2=O)CC1	-12%	-74*

Next section
SMILES	SW480 rereplic	ATXN2 expr inh	ATXN viability	HT1080 IDH1KD tx	KB-3-1 tox	MCF10A rereplic	HepG2 tox	HT1080-NT tox	IL-1B inflam inh
O=C(Nc1ncc2c(n1)CC(c1ccccc1)CC2=O)c1ccco1 (stereo unspecified)	2%	8%	i	5%	-5%	1%	1%	-7%	-11
O=C(NCc1ccc(Cl)cc1)c1ccc(-c2ccc(F)c(F)c2)c2ccoc12	.	-5%	i	-2%	0%	.	-37%	-5%	.
O=C(C1CCC(CNc2c(N3CCCCC3)c(=O)c2=O)CC1)N1CCN(C2CCCCC2)CC1 (stereo unspecified)	-10%	12%	i	?	-5%	0%	-3%	14%	0
COc1ccc(C2C3=C(CCCC3=O)N(CC(=O)O)C3=C2C(=O)CCC3)cc1Cl	?	1%	.	-13%	14%	21µM*	-23%	5%	20
COc1cc(C(=O)NCCC2=CCCCC2)ccc1OC1CCN(C(C)=O)CC1	0%	-1%	i	-1%	?	21%	-13%	-5%	4
COc1ccc(-c2oc3ccc(-c4cc(OC)c(OC)c(OC)c4)cc3c2C#Cc2ccsc2)cc1	-5%	-1%	i	-1%	0%	1%	11%	1%	-5
COCCNc1nc(N)c([N+](=O)[O-])c(NCc2ccccc2)n1	1%	-18%	i	-10%	-8%	?	3%	?	92
COc1cccc(-n2cc(C(=O)NC(C)C)c3ccccc3c2=O)c1	-1%	6%	i	9%	10%	-1%	-4%	1%	26
CCC(C)N1CC(C(=O)NC2CCCCC2)CC1=O (stereo unspecified)	0%	-9%	i	10%	13%	1%	0%	-1%	15
CC(=O)c1ccc(NC(=O)C2CCCNC2=O)cc1 (stereo unspecified)	-2%	8%	i	5%	2%	-1%	11%	2%	0
CCOC(=O)c1sc(NC(=O)OC)c(C(=O)OC)c1C	-9%	-13%	i	28%	2%	1%	2%	23%	7
CCCN1CCN(C(=O)Nc2ccc(C(=O)OCC)cc2)CC1	-10%	21%	i	2%	-9%	-5%	4%	6%	15
O=C(CNC(=O)c1ccccc1F)OC(C(=O)Nc1cc(C(F)(F)F)ccc1Cl)c1ccccc1 (stereo unspecified)	-21%	.	.	6%	10%	0%	2%	8%	14
CC1(C)Oc2cc(N)c([N+](=O)[O-])cc2O1	-9%	22%	i	-2%	5%	-2%	-3%	-1%	-3
CCn1c(-c2ccccc2Cl)nn(CC(=O)Nc2ccccc2OC)c1=S	-3%	6%	i	1%	2%	15%	8%	-1%	-2
CCCOc1ccc(CNC(=O)Cn2ncc3ccccc32)cc1	5%	9%	i	-7%	-10%	6%	-10%	-15%	17
COc1ccc(NC(=S)NCCCN2CCN(C3CCCCC3)CC2)cc1	5%	1%	?	7%	5%	4%	9%	-3%	35
COc1ccc(Br)cc1/C=N/NC(=O)c1ccco1	10%	-22%	i	17%	2%	-2%	4%	-5%	38
COc1ccc(C2CC(=O)C=C(NCc3ccc4c(c3)OCO4)C2)cc1 (stereo unspecified)	-19%	.	i	-1%	-1%	1%	19%	-8%	0
COc1ccccc1C(=O)Nc1ccc2c(c1)CCCN2C(=O)c1cccs1	-11%	?	i	?	?	?	-54%	?	?
CN1CCc2c(sc3c2C(=O)NC(c2ccc(C(C)(C)C)cc2)N3)C1 (stereo unspecified)	.	9%	i	.	1%	.	1%	.	.
COc1ccccc1N1CCN(C(=O)COc2cc(C)cc3oc(=O)cc(C)c23)CC1	-3%	-12%	i	-1%	6%	2%	-5%	-1%	-8
COc1ccc(CNC(=O)c2cc(-c3ccc(OC)cc3)on2)cc1	.	11%	i	.	10%	.	-25%	.	.
COc1ccc(CNC(=O)c2ccccc2SC)cc1	-2%	-16%	i	12%	-4%	1%	-20%	8%	15
CCCCn1c(=N)c(S(=O)(=O)c2ccccc2)cc2c(=O)n3cccc(C)c3nc21	.	2%	i	.	0%	.	-1%	.	.
Cc1ccc(-c2nn3c(C)nnc3c3ccccc23)cc1S(=O)(=O)NCc1ccco1	-4%	28%	?	-5%	-7%	-9%	-33%	-1%	?
Cc1cccc(C)c1Nc1c(-c2ccc(N3CCOCC3)cc2)nc2cnccn12	?	4%	.	-14%	-28%	23µM*	-2%	-8%	3
COc1ccc(CN(C)CC2CCCN(CCc3ccccc3C)C2)cc1O (stereo unspecified)	16%	-24%	i	?	-7%	7%	-31%	?	-52*
COC(=O)c1ccccc1NC(=O)c1ccc2nccnc2c1	15%	-3%	i	-17%	-13%	11%	1%	-24%	14
O=C(O)CNC(=O)CCN1C(=O)c2ccccc2C1=O	-10%	-4%	i	0%	0%	1%	2%	-4%[9.24 µM]	11
COc1ccc(CN2COc3ccc4c(-c5ccc(OC)cc5)cc(=O)oc4c3C2)cc1	.	-7%	i	.	-9%	.	-13%	.	.
COC(CNC(=O)CNC(=S)N(Cc1ccccc1)Cc1cccnc1)OC	4%	9%	i	19%	2%	0%	-7%	17%	5
Cc1cccc(NC(=O)CN2C(=O)C3CC=CCC3C2=O)c1C (stereo unspecified)	.	.	i	10%	5%	.	-5%	1%	-6
COc1cc(NC(=O)C2CC(c3c(F)cccc3Cl)=NO2)cc(OC)c1OC (stereo unspecified)	-2%	-12%	i	-10%	?	?	-18%	-8%	-16
O=S1(=O)C[C@H](N2CCN(CC3CC3)CC2)[C@@H](COCc2ccccc2)N1	.	8%	i	9%	0%	.	2%	-12%	15
CN(c1ccccc1)S(=O)(=O)c1ccc(Cl)c(C(=O)OCC(=O)NCc2ccco2)c1	-20%	4%	i	3%	-5%	2%	-10%	1%	28
O=C(CN1CCN(c2nc(-c3ccccc3)cs2)CC1)NNC(=O)c1ccco1	0%	-30%	i	0%	18%	1%	-32%	-17%	-18
O=C(Nc1cccnc1)Nc1ccc(Br)cc1Cl	4%	7%	i	3%	-20%	?	-1%	0%	?
O=C(CSc1nnc(NC(=O)c2ccc(F)cc2)s1)NC1CC1	-26%	-3%	i	9%	-1%	-21%	0%	10%	-3
O=C(NCc1ccco1)C1CCN(c2nc3ccccc3n2Cc2ccc(F)cc2)CC1	1%	-10%	i	-13%	-1%	9%	16%	-12%	?
O=c1c(-c2cccs2)nc2ccccc2n1C(CCc1ccccc1)c1nc2ccccc2[nH]1 (stereo unspecified)	.	.	.	-3%	-9%	.	.	9%	-10
CCOc1ccccc1CN1CCNC(=O)C1CC(=O)NC1CCCCC1 (stereo unspecified)	9%	4%	i	1%	7%	7%	2%	-1%	-15
COc1ccc(S(=O)(=O)NCC(c2cccnc2)N2CCN(Cc3ccccc3)CC2)cc1 (stereo unspecified)	-1%	7%	i	-1%	-2%	9%	-1%	-1%	-13
CCC(C(=O)NCc1ccccc1)n1c(CSCCOc2ccccc2)nc2ccccc21 (stereo unspecified)	.	.	.	-4%	-16%	.	.	3%	-6
Cc1cc(C)c(NC(=O)C2CCCN(S(=O)(=O)c3c(C)noc3C)C2)c(C)c1 (stereo unspecified)	.	0%	i	.	6%	.	-16%	.	.
COc1cccc(C(=O)NCCN2C(=O)S/C(=C/c3cccs3)C2=O)c1OC	-2%	4%	i	-7%	3%	4%	-30%	-11%	-25
CCOc1ccc(N2CC(c3nc4ccccc4n3CCOc3ccccc3OC)CC2=O)cc1 (stereo unspecified)	.	?	?	.	-11%	.	-12%	.	.
